# Source: PubChem BioAssay
# Tau fluor counter: Counterscreen qHTS for Inhibitors of Tau Fibril Formation, Fluorescence Polarization | Potency, µM (doses to about 57.7 µM), for the others: at the highest dose activity change, negative = decrease | actives 0.93% (n = 280,000) | tau K18 P301L Alexa594 fluorescence, heparin fibrillization; further: on the % scale 0 is the no-effect control and ±100 the full control effect; nearly all actives have a fitted effect of over 55% in size
#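 Human tau K18 P301L (15 uM unlabeled, 0.24 uM Alexa 594-labeled) in 100 mM sodium acetate pH 7 with 20 uM heparin, 6 hr at 37 C. ThT 30 uM added, 1 hr ambient; Alexa 594 FP and total fluorescence read at 555/632 nm.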
# Tau fibril ThT: qHTS for Inhibitors of Tau Fibril Formation, Thioflavin T Binding. Potency, µM (titrated, usually from 57.4 µM), without a hit: top-dose activity, negative = inhibition, actives largely listed as inhibitors. AID 1460, 2008. actives 2.1% (n = 270,000). Microtubule-associated protein tau (Homo sapiens), P10636. recombinant tau K18 P301L (four-repeat tau fragment), heparin-induced fibrillization, ThT fluorescence; further: on the % scale 0 is the no-effect control and ±100 the full control effect; nearly all actives have a fitted effect of over 55% in size
# Target sequence (P10636 561-689 P618L limits assumed): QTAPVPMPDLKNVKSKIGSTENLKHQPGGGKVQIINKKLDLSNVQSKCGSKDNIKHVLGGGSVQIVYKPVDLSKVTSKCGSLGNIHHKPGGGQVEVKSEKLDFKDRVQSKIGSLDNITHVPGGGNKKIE
#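 Heparin-induced fibrillization of the P301L-mutant K18 repeat-domain fragment of human tau was followed by ThT binding in quantitative high-throughput format.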
# Tau fibril FP: qHTS for Inhibitors of Tau Fibril Formation, Fluorescence Polarization | Microtubule-associated protein tau (Homo sapiens), P10636 | K18 P301L tau heparin fibrillization, Alexa594 FP, 6 h | Potency, µM (highest dose often 57.7 µM), inactives show at the highest dose activity, negative = inhibition, hits mostly inhibitors | actives 0.39% (n = 280,000) | AID 1468, 2008; further: on the % scale 0 is the no-effect control and ±100 the full control effect; nearly all actives have a fitted effect of over 55% in size
#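 Recombinant K18 P301L […], labeled with Alexa 594 at 0.24 uM over 15 uM unlabeled; heparin inducer 20 uM final; 37 C, 6 hr; FP endpoint.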
# TexasRed fluor: Total Fluorescence Counterscreen for Inhibitors of the Interaction of Thyroid Hormone Receptor and Steroid Receptor Coregulator 2. Potency, µM (highest dose often 106 µM), for inactives: at the top dose fluorescence change, negative = quenching. actives 0.29% (n = 280,000). TRb/SRC2 Texas Red total fluorescence interference. AID 1479, 2009; active means well fitted curve in either direction with a large enough effect; inconclusive means small, poorly fitted or top-dose-only effect; further: on the % scale 0 is the no-effect control and ±100 the full control effect
#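 Flags fluorescent or light-absorbing compounds by total fluorescence, S + 2P, at 555 nm excitation and 632 nm emission. Mixture: 20 nM Texas Red SRC2 peptide, 0.6 uM human TRb LBD, 1 uM T3, 5% DMSO; compound exposure 5 h at ambient temperature.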
# TRb SRC2 PPI: qHTS for Inhibitors of the Interaction of Thyroid Hormone Receptor and Steroid Receptor Coregulator 2; Thyroid hormone receptor beta (Homo sapiens), P10828; TRbeta-SRC2 peptide binding, fluorescence polarization; receptor liganded with 1 µM T3; Potency, µM (top dose mostly 106 µM), inactives show top-dose activity change, negative = inhibition, hits mostly inhibitors; actives 0.065% (n = 280,000); AID 1469, 2008;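 further: plate controls were bound peptide for no effect and peptide without receptor for full effect; nearly all actives have a fitted effect of over 50% in size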
# Target sequence (P10828 whole entry, looked up): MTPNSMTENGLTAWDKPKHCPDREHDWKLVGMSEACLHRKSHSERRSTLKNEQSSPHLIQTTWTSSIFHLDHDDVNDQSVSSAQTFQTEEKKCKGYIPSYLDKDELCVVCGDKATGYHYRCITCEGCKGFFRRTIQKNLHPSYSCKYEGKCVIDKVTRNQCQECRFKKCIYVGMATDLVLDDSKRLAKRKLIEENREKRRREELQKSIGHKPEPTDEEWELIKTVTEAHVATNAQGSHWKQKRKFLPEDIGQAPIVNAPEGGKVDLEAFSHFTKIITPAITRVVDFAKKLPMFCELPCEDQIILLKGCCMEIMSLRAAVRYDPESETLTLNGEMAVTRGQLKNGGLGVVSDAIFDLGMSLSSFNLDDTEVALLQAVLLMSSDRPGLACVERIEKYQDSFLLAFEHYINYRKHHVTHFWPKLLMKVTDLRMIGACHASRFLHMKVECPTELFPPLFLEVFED
#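 Each compound concentration gave % activity, normalized to unbound and bound Texas Red SRC2 controls, from polarization read after 5 hr ambient incubation with T3-loaded human TRb LBD.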
# HTT cytoprotect: qHTS Multiplex Assay to Identify Dual Action Probes in a Cell Model of Huntington: Cytoprotection (ATP) | AID 1471, 2008 | Potency, µM (series often up to 56.4 µM), inactives show cytoprotection (ATP increase), hits mostly activators | actives 0.14% (n = 230,000) | PC12 HTT-Q103 induced, cytoprotection, ATP luminescence, 40 h;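 further: % of control where 0% means no effect; nearly all actives have a fitted effect of over 45% in size; toxic huntingtin expression switched on by the ecdysone agonist tebufenozide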
#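 Quantitative HTS on tebufenozide-induced (100 nM) PC12 cells expressing HTTQ103 exon 1–GFP; compounds tested as a concentration series; survival measured via cellular ATP.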
# RECQ1 helicase: qHTS Assay for Inhibitors of RecQ-Like Dna Helicase 1 (RECQ1); actives 0.54% (n = 240,000); Potency, µM (top dose mostly 57.3 µM), without a hit: top-dose activity, negative = inhibition, hits mostly inhibitors; RECQ1 DNA unwinding, red fluorescence kinetic read; ATP-dependent DNA helicase Q1 (Homo sapiens), P46063;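 further: plate controls were vehicle for no effect and no enzyme for full effect; nearly all actives have a fitted effect of over 30% in size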
#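 50 nM RECQ1T1 preincubated 15 min with compound in Tris pH 8.0 buffer with MgCl2, DTT, Tween-20 and 2.5 ug/ml poly(dI-dC); started with 200 nM TAMRA/BHQ-2 forked duplex and 2 mM ATP. Unwinding read as fluorescence (525/598 nm), two reads 2 h apart.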
# L3MBTL1 inh: qHTS Assay for the Inhibitors of L3MBTL1 | AID 485360, 2010 | AlphaScreen L3MBTL1–H3K9me1 peptide binding | Lethal(3)malignant brain tumor-like protein 1 (Homo sapiens), Q9Y468 | actives 0.66% (n = 230,000) | Potency, µM (doses to about 57.1 µM), for inactives: at the top dose activity, negative = inhibition, actives largely listed as inhibitors; further: on the % scale 0 is the no-effect control and ±100 the full control effect; nearly all actives have a fitted effect of over 60% in size
#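 L3MBTL1 50 nM + b-AHA-H3(1-15)K9me1 75 nM, 30 min RT; compound added, 30 min RT; streptavidin donor/Ni-chelate acceptor beads 10 ug/mL each final, 30 min RT dark; AlphaScreen read.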
# The depositor's hits bear a star; i = inactive; ? = inconclusive; · = no result given; [ ] = remark or other dose. Unless noted, the call rests on the fitted dose curve; in most records, active means well fitted curve in the direction sought with a large enough effect; inconclusive means small, poorly fitted or top-dose-only effect, or another doubt; inactive means no such curve, though single readings can be large; an effect the other way counts as inactive or inconclusive. Potency means the concentration at half of the fitted maximal effect.
SMILES,Tau fluor counter,Tau fibril ThT,Tau fibril FP,TexasRed fluor,TRb SRC2 PPI,HTT cytoprotect,RECQ1 helicase,L3MBTL1 inh
COC(=O)c1cn(NC(=O)c2ccc([N+](=O)[O-])cc2Cl)c(=O)c2ccccc12,1.2%,-2.3%,2.2%,-1.2%,-0.2%,-55.7%[inhibitor],i,14.8%
CCOC(=O)c1c(NC(=O)Cn2ccsc2=N)sc(C)c1C,-5.7%,-4.0%,7.5%,-1.5%,-0.8%,-31.0%[inhibitor],10.1%,·
CCCS(=O)(=O)c1c(S(=O)(=O)CCC)c2c(C)cccn2c1C(=O)N/N=C/c1cc(O)cc(O)c1,?,-2.3%,6.2%,0.0%,-2.9%,-27.8%[10 µM],i,-21.6%
COc1cccc2c1OCC(C(=O)O)C2 (centres undefined),-11.1%,-8.4%,-2.4%,0.1%,2.3%,8.7%[10 µM],3.4%,-18.1%
Nc1c(C(=O)Nc2ccccc2F)sc2nc(-c3cccnc3)ccc12,?,·,-5.4%,-2.8%,1.9%,0.8%[10 µM],31.6µM*,·
Cc1ccc(/C=C/C(=O)O)cc1S(=O)(=O)N1CCC(Cc2ccccc2)CC1,-1.5%,-9.4%,3.0%,0.0%,-6.8%,12.4%[10 µM],-6.2%,-7.4%
Cc1oc2ncn(C)c(=O)c2c1C(=O)Nc1ccccn1,-0.1%,5.8%,-5.3%,-2.0%,11.3%,·,·,·
CC(=O)c1cc(C#N)c(SCC(=O)OC(C)(C)C)nc1C,1.0%,10.6%,-7.7%,-2.3%,-20.8%,-15.2%[0.074 µM],4.5%,-5.7%
COc1cccc(OCc2nc(-c3cccc([N+](=O)[O-])c3)no2)c1,?,?,-5.9%,-3.5%,-4.0%,-1.6%,-19.2%,·
CCNc1nc(Oc2ccc(C(=O)OC)cc2)nc(SC)n1,-3.3%,-8.8%,-4.4%,1.7%,-7.1%,8.5%,i,·
Cc1ccccc1C(=O)N1CCCN(C(=O)c2ccccc2C)CC1,0.7%,-2.7%,3.4%,3.8%,3.8%,-1.3%,i,2.8%
Cc1oc(/C=N/NS(=O)(=O)c2ccccc2)cc1Br,-5.0%,-11.1%,6.6%,0.2%,-2.6%,7.7%[10 µM],-5.6%,-0.2%
CCOC(=O)c1cc(-c2ccccc2)n(CCC(=O)Nc2ccc(OC)c(Cl)c2)c1C,?,-7.4%,-9.9%,-32.2%,4.4%,·,·,·
COC(=O)c1ccc(OC)c(OC)c1Cl,-5.2%,-8.0%,6.1%,-0.8%,11.2%,7.6%[10 µM],-1.1%,-0.8%
COc1cccc(C(=O)NCC(c2ccc(N(C)C)cc2)N2CCCC2)c1OC (centres undefined),-3.9%,-6.3%,0.9%,-0.1%,-0.5%,·,·,·
O=[N+]([O-])c1cccc(/C=N/Nc2nccnc2Cl)c1,-0.2%,-12.0%,1.5%,-7.3%,1.7%,-38.7%[inhibitor],-16.6%,0.6%
COc1ccccc1NC(=S)NNC(=S)Nc1ccc(OC(F)F)cc1,?,?,14.8%,0.1%,-12.0%,14.8%[10 µM],-9.2%,2.7%
Cc1cc(Br)ccc1OCc1nc(-c2cccnc2)no1,-14.4%,-11.6%,-1.6%,-2.5%,-20.3%,-24.2%[0.074 µM],2.6%,6.8%
CCN1CCN(C(c2ccc(OC)cc2)c2c(O)cc(C)n(CCOC)c2=O)CC1 (centres undefined),5.5%,?,-8.6%,-0.2%,3.7%,·,·,·
CCOc1ccc(NC(=O)CN2C(=O)CSC2=O)cc1,-2.8%,-7.1%,4.8%,-2.3%,10.4%,-6.9%[10 µM],i,1.0%
O=C(c1ccc2c(c1)N(Cc1cccc(Cl)c1)C(=O)c1ccccc1S2(=O)=O)N1CCN(c2ccccn2)CC1,-11.0%,-0.9%,5.5%,-0.1%,4.3%,-22.9%,i,-2.7%
CCOC(=O)COc1ccc(/C=C/[N+](=O)[O-])c(OCC(=O)OCC)c1,6.7%,?,9.1%,0.5%,-4.3%,-9.6%,-12.2%,4.0%
CN(C(=O)c1cccnc1)c1nnc(-c2ccccn2)s1,0.2%,-1.4%,-4.3%,0.4%,5.5%,-8.7%[10 µM],15.5%,·
CCC1CCCCN1CCCNC(=O)CN1C(=O)CSc2ccc(S(=O)(=O)N3CCOCC3)cc21 (centres undefined),0.4%,2.6%,8.0%,-0.7%,1.2%,·,·,·
Cc1c(N=C(N)/N=C(\N)Nc2ccc(Br)cc2)c(=O)n(-c2ccccc2)n1C,-5.1%,-1.7%,8.0%,-2.7%,4.2%,-24.1%[10 µM],-4.8%,8.4%
COc1ccccc1OCc1ccc(C(=O)N/N=C/c2ccco2)cc1,-9.2%,?,-0.9%,-2.8%,-3.2%,·,-4.6%,-1.3%
CCOc1ccc(CN2C(=O)CC(=O)N(S(=O)(=O)c3ccc(OCC)cc3)C2=O)cc1,5.2%,-5.1%,1.6%,-1.3%,-3.9%,12.5%[10 µM],-0.9%,-6.4%
Cc1ccc(-c2noc(CN3CCOCC3)n2)cc1,-3.4%,-14.0%,4.6%,-3.2%,-3.7%,3.6%,-6.7%,-4.1%
O=C(c1nsnc1-c1ccccc1O)N1CCCCC1,-1.1%,-5.7%,-7.3%,-0.1%,-1.9%,-3.7%[10 µM],-5.8%,1.1%
Oc1[nH]c2ccccc2c1/C=N/N1CCCCC1,-4.0%,?,-5.2%,-0.7%,-1.3%,-4.1%,-0.7%,-0.1%
COC(=O)c1ccc(Oc2nc(Nc3ccc(C)c(C)c3)nc(N(C)C)n2)cc1,?,?,4.5%,-0.2%,5.5%,-18.0%,-8.2%,·
Cc1ccnc(SCC(N)=O)n1,-4.0%,-5.0%,-0.2%,2.3%,3.1%,-2.8%[10 µM],-10.4%,6.9%
CCn1c(C(=O)N2CCCC(C(=O)O)C2)cc2sccc21 (centres undefined),5.7%,-0.5%,7.6%,-3.6%,-19.1%,17.4%[10 µM],-6.9%,-2.1%
O=C(Cn1nnc2ccccc21)NNC(=O)c1ccccc1,-2.4%,1.2%,2.3%,-1.0%,3.0%,19.2%[10 µM],-9.9%,15.8%
O=C(NC(=O)c1ccccc1)OCCN1C(=O)c2ccccc2C1=O,-5.4%,0.0%,1.7%,-1.2%,0.6%,-31.4%,-9.5%,·
O=C(/C=C/c1cccc([N+](=O)[O-])c1)c1ccc2c(c1)OCCO2,-25.0%,?,?,-0.8%,1.7%,7.8%[10 µM],-4.0%,13.1%
O=C(CSc1nc2ccccc2o1)NCC(=O)c1ccccc1,-1.2%,?,2.3%,-1.5%,-9.2%,0.2%[10 µM],-3.0%,·
O=C(NCC(=O)N1CCN(c2ncccn2)CC1)c1cccs1,-5.9%,-11.1%,-13.9%,0.2%,-1.3%,-19.7%,-15.0%,·
Cc1ccnc2nc(C(=O)Nc3nc4ccccc4s3)nn12,-0.9%,?,-3.9%,-2.0%,-1.6%,-19.2%[10 µM],7.5%,-0.8%
CCn1ncc(Br)c1C(=O)Nc1ccc2c(c1)OCCO2,-9.5%,-11.4%,0.9%,-2.4%,4.2%,-22.3%,i,·
O=C(NCC1COc2ccccc2O1)c1ccc(NC(=O)c2ccco2)cc1 (centres undefined),-12.4%,-7.4%,-17.1%,-1.4%,0.5%,-6.3%,i,·
Cn1c2ccccc2c2nnc(SCc3ccc4nonc4c3)nc21,-6.8%,-4.3%,-1.9%,-3.9%,-2.8%,14.9%,3.1%,7.7%
Cc1cc(C(=O)Nc2sc3c(c2C#N)CCC(C)C3)no1 (centres undefined),-10.9%,-13.1%,-4.1%,-0.5%,-0.2%,-19.8%[0.074 µM],-3.7%,-1.2%[11.4 µM]
Cn1cc(NC(=O)OCc2ccc(Cl)cc2)c(C(F)(F)F)n1,-2.9%,1.3%,7.4%,0.2%,-7.4%,-17.2%,i,14.0%
COc1ccc(C2C(C#N)=C(N)Oc3n[nH]c(C)c32)cc1Cn1nnc2ccccc21 (centres undefined),-16.5%,?,-1.9%,-4.6%,-3.6%,-7.8%,6.9%,-6.1%
COc1ccc(Cl)cc1NC(=O)Cn1c(=O)n(Cc2ccc(F)cc2)c(=O)c2cccnc21,-30.0%,-7.7%,?,?,-5.6%,·,·,·
O=C(CSc1ccc(-c2nc3ccccc3[nH]2)cn1)Nc1ccc(S(=O)(=O)NC2CC2)cc1,?,?,?,4.7%,7.4%,-21.4%[10 µM],-7.0%,1.9%

# Only part of the results is shown (hit frequency here may not be typical).
